# Giardia FBPA inh = inhibitors of Giardia lamblia fructose-1,6-bisphosphate aldolase | A8B2U2 | Potency, µM (highest dose often 59.6 µM), for inactives: top-dose activity, negative = inhibition, most hits filed as inhibitors | purified Giardia FBPA | hit rate 0.71% among 290,000; note: potency is the fitted concentration of half-maximal effect; nearly all actives have a fitted effect of over 55% in size
# Target sequence (A8B2U2 whole entry, looked up): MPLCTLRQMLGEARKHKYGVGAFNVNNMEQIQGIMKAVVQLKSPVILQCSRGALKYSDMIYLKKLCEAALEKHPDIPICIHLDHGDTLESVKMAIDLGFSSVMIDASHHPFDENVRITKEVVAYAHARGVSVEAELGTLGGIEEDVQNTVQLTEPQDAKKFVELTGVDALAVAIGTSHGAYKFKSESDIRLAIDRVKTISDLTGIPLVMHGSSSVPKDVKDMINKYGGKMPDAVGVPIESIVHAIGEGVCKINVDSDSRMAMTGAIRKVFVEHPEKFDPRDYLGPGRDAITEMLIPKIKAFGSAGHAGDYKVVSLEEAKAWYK
#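 40 nM FBPA preincubated 10 min at RT with compound (up to 57.5 uM final), then substrate plus GAPDH/TPI/NAD/arsenate coupling and diaphorase/resazurin added. Fluorescence read after 20 min at RT, 525/598 nm.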
# HCMV inh = inhibitors of human cytomegalovirus; hit rate 4.5% among 410,000; activity change, negative = inhibition, % at 57.5 µM; HFF cells, HCMV-luciferase reporter, 72 h; hits give low values; in the data active = activity change below about -60%; inconclusive = no clear call, values can overlap the other calls; inactive = above about -39%
#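 Two compound doses tested in HFFs infected with HCMV-luciferase, MOI 1 PFU/cell, 72 h at 37C. Lysate luminescence read with OneGlo; data normalized against buffer-only and 10uM Salinomycin inhibitor controls.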
# Sm TGR inh = S. mansoni TGR enzyme inhibition; Q962Y6; purified TGR, DTNB reduction, TNB absorbance 405 nm; Potency, µM (titrated, usually from 114 µM), for the others: at the top dose activity change, negative = inhibition, actives largely listed as inhibitors; hit rate 3% among 360,000; AID 485364; note: potency is the fitted concentration of half-maximal effect; nearly all actives have a fitted effect of over 60% in size
#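 Kinetic colorimetric format: TGR-catalysed, NADPH-driven DTNB reduction monitored via TNB absorbance. Enzyme dispensed at 20 nM; compound exposure 15 min at room temperature before reaction start.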
# AmpC inh no detg = inhibitors of E. coli AmpC beta-lactamase without detergent; AmpC nitrocefin hydrolysis, absorbance 480 nm, 0.0001% Triton; Potency, µM (doses to about 57.1 µM), inactives show top-dose activity change, negative = inhibition, usual class: inhibitors; hit rate 0.52% among 330,000;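 note: potency is the fitted concentration of half-maximal effect; plate controls were no compound for no effect and no enzyme for full effect; nearly all actives have a fitted effect of over 20% in size; some results filed as inactive show a strong effect at the top dose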
# Target sequence (P00811 whole entry, looked up): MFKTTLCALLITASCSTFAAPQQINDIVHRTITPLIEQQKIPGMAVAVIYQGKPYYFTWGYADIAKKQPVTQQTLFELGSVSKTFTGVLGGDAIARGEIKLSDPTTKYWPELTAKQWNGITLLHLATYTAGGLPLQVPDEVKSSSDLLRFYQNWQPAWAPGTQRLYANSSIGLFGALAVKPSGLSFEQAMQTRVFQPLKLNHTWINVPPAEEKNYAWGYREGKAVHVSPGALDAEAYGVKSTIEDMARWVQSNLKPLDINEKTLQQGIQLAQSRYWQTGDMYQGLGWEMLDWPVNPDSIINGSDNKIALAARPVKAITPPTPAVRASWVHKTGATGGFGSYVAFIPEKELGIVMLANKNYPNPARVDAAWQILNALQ
#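 20 mM phosphate pH 7.0 + 0.01% (detergent screen) or 0.0001% Triton X-100; 5.3 nM AmpC reagent; cpd preinc 15 min RT; nitrocefin (800 uM stock) to start; A480 q20 s × 4 min; Activity was normalised to no-enzyme and no-compound control wells.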
# AmpC detergent = AmpC beta-lactamase inhibition with detergent present. P00811. AmpC hydrolysis of nitrocefin, absorbance 480 nm, 0.01% Triton. Potency, µM (titrated, usually from 114 µM), inactives show top-dose activity change, negative = inhibition, most hits filed as inhibitors. hit rate 0.041% among 370,000. AID 485294;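 note: potency is the fitted concentration of half-maximal effect; 0% = no-compound wells and -100% = no-enzyme wells; nearly all actives have a fitted effect of over 25% in size; some results filed as inactive show a strong effect at the top dose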
#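 20 mM phosphate pH 7.0 + 0.01% (detergent screen) or 0.0001% Triton X-100; 5.3 nM AmpC reagent; cpd preinc 15 min RT; nitrocefin (800 uM stock) to start; A480 q20 s × 4 min; Activity was normalised to no-enzyme and no-compound control wells.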
# AMA1 RON2 block = inhibitors of Plasmodium falciparum AMA1-RON2 interaction | AlphaScreen AMA1-biotinylated RON2 peptide binding | Potency, µM (top dose mostly 58.2 µM), without a hit: top-dose activity change, negative = inhibition, hits mostly inhibitors | hit rate 0.2% among 360,000;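 note: potency is the fitted concentration of half-maximal effect; 0% = vehicle wells and -100% = peptide control; nearly all actives have a fitted effect of over 45% in size; some results filed as inactive show a strong effect at the top dose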
#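 AMA1 (3D7) with his tag at 25 nM final met compounds first, then biotinylated RON2 peptide at 25 nM; detection used donor plus acceptor beads, 10 µg/mL apiece, read by AlphaScreen after 30 min at room temperature.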
# * hit, by the source's call; ? = inconclusive; nt = no result given; [ ] = another dose, or the depositor's remark. Unless noted, calls come from the whole dose curve; as a rule, active = well fitted curve in the direction sought with a large enough effect; inconclusive = small, poorly fitted or top-dose-only effect, or another doubt; inactive = no such curve, though single readings can be large; an effect the other way counts as inactive or inconclusive. Unless noted, % is set by controls: 0 for no effect and ±100 for the full control effect. Random draw from the library (roughly 7.8% active in at least one column).
SMILES,Giardia FBPA inh,HCMV inh,Sm TGR inh,AmpC inh no detg,AmpC detergent,AMA1 RON2 block
O=C(Nc1ccc(S(=O)(=O)N2CCCCC2)cc1)c1ccc(=O)[nH]c1,nt,0.0,-19.9%,-30.1%,-13.9%,2.7%
COc1cc(NS(=O)(=O)c2ccc(C)cc2)c2ncccc2c1,?,nt,7.6%,-7.7%,-11.4%,-9.3%
CC1=NN(C(=O)c2cccnc2)C(O)(C(F)(F)F)C1 (centres undefined),-1.8%,17.5,8.5%,-8.2%,3.9%,33.2%[activator]
COCCn1c(-c2ccc(-c3ccc([N+](=O)[O-])cc3Br)o2)nc2c1c(=O)[nH]c(=O)n2CC(C)C,-8.7%,-8.1,44.7µM*,-43.2%[11.4 µM],-1.5%,-6.9%
COC(=O)c1[nH]c2ccccc2c1NC(=O)CN1CCN(C/C=C/c2ccccc2)CC1,0.8%,-61.0*,-18.2%,77.2%[activator],-14.1%,-4.6%
COc1cc(/C=C2/SC(=S)N(Cc3ccccc3)C2=O)cc(Cl)c1O,11.7%,?,?,-11.4%,5.0%,-5.0%
CCN(CC)c1ccc2cc(-c3nnc(-c4ccccc4)o3)c(=O)oc2c1,-1.5%,81.1,?,-21.0%,?,21.1%
CC(C)CC(C(=O)NCC1CCN(Cc2ccc(F)cc2)CC1)N1Cc2ccccc2C1=O (centres undefined),nt,-30.2,0.3%,nt,0.0%,nt
CCc1nnc(NC(=O)CSc2nc3c(cc2C#N)CCC3)s1,0.4%,62.7,2.9%,-13.6%,-5.2%,66.4%[activator]
Cc1cc2cc(CN(Cc3cccs3)S(=O)(=O)c3ccc4c(c3)OCCO4)c(=O)[nH]c2cc1C,0.4%,?,0.5%,-22.6%,?,-7.0%[2.32 µM]
CC1CCCCC12NC(=O)N(CC(=O)Nc1ccc3c(c1)OCCCO3)C2=O (centres undefined),nt,63.1,0.6%,-15.8%,-21.9%,-3.6%
O=C(Cn1cncn1)N/N=C/c1c2ccccc2cc2ccccc12,-3.0%,-24.2,3.3%,13.2%,1.3%,7.4%
CCn1c(S(=O)(=O)O)nc2ccccc21,-21.6%,-0.3,-3.0%,-11.4%,2.9%,-13.8%
Cc1nc(NC(=O)c2ccc(-c3cc4ccccc4oc3=O)cc2)ccc1Br,3.6%,0.4,-0.4%,-12.6%,?,-8.0%
COc1ccc(NC(=S)Nc2ccc(S(N)(=O)=O)cc2)c(OC)c1,-8.0%,39.0,0.0%,-42.4%,-1.3%,-6.1%
COc1ccccc1Oc1cc(C#N)c(C#N)cc1-n1nnc2ccccc21,-5.0%,-91.8*,-3.2%,-16.2%,?,10.9%
O=C(CCCN1CCC(C(=O)c2ccc(F)cc2)CC1)c1ccc(F)cc1,-1.3%,-5.6,-18.0%,-4.3%,?,11.0%
COc1ccccc1-c1noc(-c2ccccc2C(=O)NCc2ccco2)n1,0.5%,4.8,nt,21.9%,1.4%,-4.7%
C=CCn1c(SCC(=O)c2ccc(O)c(O)c2)nnc1-c1ccc(C)cc1,nt,-6.8,?,-2.8%,-0.1%,57.7%[activator]
CCOC(=O)c1ccc(NC(=O)CSc2nc(N3CCOCC3)nc(N3CCOCC3)n2)cc1,-6.5%,26.2,3.0%,-12.2%,-6.5%,-8.1%
O=C1CCCC2=C1C(c1ccc(O)c(O)c1)c1c(ccc3ncccc13)N2 (centres undefined),6.29µM*,-14.4,?,-16.9%,-6.1%,?
Cc1ccc(C)c(NC(=S)NNC(=S)Nc2ccc(C(C)C)cc2)c1,6.1%,?,27.1%,-32.9%[2.29 µM],-3.5%,-14.8%
COc1ccc(NC(=O)Cc2nnc(SCC(=O)Nc3ccccc3)n2C)cc1,11.1%,17.9,8.1%,-0.8%,-7.1%,3.1%
Cc1ccc(-n2cccn2)c(CN2CCCC(C(=O)c3sccc3C)C2)c1 (centres undefined),2.6%,?,-0.5%,36.0%,2.3%,-10.1%
CCc1ccccc1NC(=O)c1ccc(-n2c(C)ccc2C)cc1,-0.6%,49.0,?,-15.1%,1.9%,12.7%

# Pulled by compound from above:
SMILES,Giardia FBPA inh,HCMV inh,Sm TGR inh,AmpC inh no detg,AmpC detergent,AMA1 RON2 block
CCN(CC)c1ccc2cc(-c3nnc(-c4ccccc4)o3)c(=O)oc2c1,-1.5%,81.1,?,-21.0%,?,21.1%
O=C(Nc1ccc(S(=O)(=O)N2CCCCC2)cc1)c1ccc(=O)[nH]c1,nt,0.0,-19.9%,-30.1%,-13.9%,2.7%

# Following part.
SMILES,Giardia FBPA inh,HCMV inh,Sm TGR inh,AmpC inh no detg,AmpC detergent,AMA1 RON2 block
O=[N+]([O-])c1cccnc1NCCNc1ncc(C(F)(F)F)cc1Cl,-8.4%,180.9,1.9%,39.7%,-3.9%,-18.5%
COCCCN(C(=O)c1ccccc1F)c1nc(-c2ccc(OC)cc2)cs1,-16.3%,9.1,-0.9%,11.2%,-4.1%,-3.0%
CC1CCN(C(=O)c2nc[nH]c2C(=O)O[C@H](C)c2ccccc2)CC1,nt,-6.5,1.5%,15.0%,3.7%,-7.8%
Cc1nnsc1-c1c(C(=O)N2CCOCC2)c(C)nn1-c1ccccc1,4.1%,-37.2,8.4%,-5.2%,6.0%,-2.7%
O=C(O)CC1(CC(=O)Nc2ccc3ccccc3n2)CCCCC1,0.0%,-35.7,3.8%,-26.9%,1.2%,5.4%
COc1ccc(C(=O)OCC(=O)NC2CCCCCCC2)cc1OC,nt,-12.1,nt,22.6%,nt,-12.5%
CC(SC1=NCCS1)C(=O)Nc1nnc(-c2ccc(Cl)cc2)s1 (centres undefined),8.0%,?,1.8%,-11.1%,?,-1.9%
N#C/C(=C\c1ccccc1[N+](=O)[O-])C(=O)NC1CCCCC1,-9.0%,82.7,-0.2%,-13.4%,9.2%,-1.1%
COc1ccc(CCN2C(=O)CC(N3CCN(S(=O)(=O)c4ccccc4)CC3)C2=O)cc1OC (centres undefined),-4.5%,-19.0,0.7%,71.5%[activator],0.0%,-4.4%
COc1ccccc1-c1cn[nH]c1-c1ccc(OCC(=O)NN)cc1O,9.0%,69.0,8.1%,-7.1%,6.8%,80.5%[activator]
Cn1c(=O)c2[nH]c(N=Nc3ccc(N)cc3N)nc2n(C)c1=O,?,-3.9,2.1%,-3.3%,2.0%,54.0%[activator]
CC1CCC(NC(=O)CCc2cn(Cc3ccccc3Cl)c3ccccc23)CC1 (centres undefined),nt,-14.3,1.3%,nt,-6.6%,nt
COc1ccc(C(CNC(=O)c2cccc(S(=O)(=O)NCc3ccccc3)c2)N(C)C)cc1 (centres undefined),nt,-23.2,-7.9%,11.7%,-10.3%,110.8%[activator]
CCOP(=O)(OCC)C(Nc1ccccc1)c1ccccc1C(F)(F)F (centres undefined),0.4%,7.0,1.5%,142.5%[activator],0.1%,-4.4%
O=C(CSc1nnc2c(n1)[nH]c1ccccc12)OCc1ccccc1,0.3%,13.2,8.7%,-21.4%,5.9%,0.9%
COc1ccc(-c2nnc(NC(=O)C3CC3)o2)cc1,?,29.4,10.5%,-7.0%,5.4%,71.1%[activator]
O=c1cc(N2CCN(c3ccccc3)CC2)[nH]c(=O)n1-c1ccccc1Cl,-7.8%,8.5,?,-14.7%,?,-8.0%
COc1ccccc1NC(=O)/C=C/c1ccc2c(c1)OCO2,-28.3%,-2.7,2.7%,-41.9%,-8.2%,-4.2%
COc1ccc(Cc2[nH]n3c(=O)cc(C(C)C)nc3c2-c2ccccc2)cc1,1.4%,-73.0*,nt,-36.2%,-1.4%,70.1%[activator]
CCOC(=O)c1sc(-c2cccc(C(F)(F)F)c2)nc1O,12.3%,2.4,5.0%,-20.7%,8.4%,0.2%
CCN1CCN(C(c2ccc(SC)cc2)c2c(O)cc(C)n(CCOC)c2=O)CC1 (centres undefined),nt,11.8,7.08µM*,nt,7.1%,nt
COc1ccc(OCCCC(=O)OCC(=O)c2ccc3c(c2)NC(=O)CO3)cc1,nt,-20.3,44.7µM*,-0.8%,-15.5%,-9.4%
COc1ccc(-c2ccc(=O)n(CC(=O)Nc3ccc(C)cc3C)n2)cc1,nt,-3.8,5.7%,nt,-5.5%,nt
CC(C)Cc1cc(CN2CCC(CO)(Cc3cccc(C(F)(F)F)c3)CC2)[nH]n1,0.2%,-14.1,-2.1%,-16.7%,0.6%,0.7%
CCc1nnc(NC(=O)CSc2nnc(-c3ccoc3C)n2-c2ccccc2)s1,26.5%,3.9,-35.7%,27.6%,-11.3%,3.4%
# More entries:
SMILES,Giardia FBPA inh,HCMV inh,Sm TGR inh,AmpC inh no detg,AmpC detergent,AMA1 RON2 block
CC/C(=N\NC(=O)c1c(C)nc2ccccn12)c1ccccc1,5.1%,-1.1,-6.3%,-16.2%,-12.6%,37.7%[activator]
O=C(CSc1nnc(-c2ccc(Cl)cc2)o1)N1CCOCC1,-1.2%,-14.9,-7.5%,12.5%,-5.8%,-7.6%
Cc1ccc(F)cc1NC(=O)Cn1c(C)cc(C)c(C#N)c1=O,nt,2.0,1.9%,nt,5.6%,nt
Cc1cccc(N=Cc2c(O)cc(C)oc2=O)c1,0.0%,-14.7,2.5%,-2.1%,6.7%,-24.9%
Cc1cc2c(cc1S(=O)(=O)CCC(=O)N1CCCCC1C)OCC(=O)N2 (centres undefined),nt,-4.9,-4.8%,nt,10.4%,nt
COCCn1c(C)cc(/C=C(\C#N)C(=O)OC(C)C(=O)Nc2ccc(NC(C)=O)cc2)c1C (centres undefined),nt,5.1,-6.4%,-13.8%,-19.1%,1.3%
COc1cc(SC)ccc1C(=O)N1CCN(c2ccccc2F)CC1,0.3%,-11.7,nt,26.2%,5.0%,1.6%
O=C1CCCC(=O)C1C(c1ccc(Cl)cc1)C1C(=O)CCCC1=O,nt,20.2,-26.8%,0.8%,-2.1%,13.4%
c1ccc(-c2nc(NCCCn3ccnc3)c3ccccc3n2)cc1,4.9%,-2.2,12.9%,-8.9%,0.7%,-15.1%
Cc1nc2scc(C)n2c(=O)c1S(=O)(=O)N1CCN(c2ccccc2)CC1,2.9%,35.8,-9.2%,31.2%,-2.6%,2.4%
CC(=O)N1CCc2cc(S(=O)(=O)NCCCN3CCC(C)CC3)ccc21,nt,-20.8,-21.5%,-16.8%,-5.3%,-10.9%
O=S(=O)(NC1CCCCC1N1CCCCC1)c1ccccc1 (centres undefined),4.3%,-32.8,-13.0%,-16.4%,-3.9%,-4.4%
COc1cccc(-c2nc(CS(=O)(=O)CC(=O)NCCc3ccccc3)c(C)o2)c1,0.7%,-32.9,-28.5%,53.0%,-8.7%,0.9%
O=C1NC(=S)NC(=O)C12C(c1ccc(F)cc1)NC(=S)NC2c1ccc(F)cc1 (centres undefined),?,8.0,?,-12.5%,-2.0%,-9.0%
CC(C)C12CN3CC(C(C)C)(CN(C1)C3c1ccc(Cl)cc1)C2=O (centres undefined),nt,16.1,-2.8%,nt,22.7%,nt
O=C(CCc1cnccn1)NC1CCCc2c1cnn2-c1ccc(F)cc1F (centres undefined),3.2%,-26.1,4.8%,1.2%,0.4%,-0.7%
Cc1ncc([N+](=O)[O-])n1CC(=O)Nc1ccc(F)cc1F,4.6%,-0.6,1.2%,-3.4%,2.0%,13.4%

# Screens as filed in PubChem BioAssay.
